Screens as filed in PubChem.
Dyrk1A ADPGlo: inhibitors of rat Dyrk1A kinase | actives 0.43% (n = 310,000) | Q63470 | AID 504441 | ADP-Glo luminescence, NFATc1 peptide | inhibition, % at 12.5 µM; in the data active means inhibition above about 50%;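 further: plate controls were vehicle with enzyme for no effect and no enzyme for full effect; many of its hits are not listed in these tables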
KCNQ1 pot: potentiators or activators of human KCNQ1 potassium channel. actives 0.35% (n = 310,000). B-score at 10 µM. CHO-K1 KCNQ1, thallium flux FluxOR fluorescence; active compounds read high;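 active means fluorescence ratio B-score, a plate-corrected score, at least three library SD, with initial intensity B-score within 5 SD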
Target sequence (P51787 whole entry, looked up): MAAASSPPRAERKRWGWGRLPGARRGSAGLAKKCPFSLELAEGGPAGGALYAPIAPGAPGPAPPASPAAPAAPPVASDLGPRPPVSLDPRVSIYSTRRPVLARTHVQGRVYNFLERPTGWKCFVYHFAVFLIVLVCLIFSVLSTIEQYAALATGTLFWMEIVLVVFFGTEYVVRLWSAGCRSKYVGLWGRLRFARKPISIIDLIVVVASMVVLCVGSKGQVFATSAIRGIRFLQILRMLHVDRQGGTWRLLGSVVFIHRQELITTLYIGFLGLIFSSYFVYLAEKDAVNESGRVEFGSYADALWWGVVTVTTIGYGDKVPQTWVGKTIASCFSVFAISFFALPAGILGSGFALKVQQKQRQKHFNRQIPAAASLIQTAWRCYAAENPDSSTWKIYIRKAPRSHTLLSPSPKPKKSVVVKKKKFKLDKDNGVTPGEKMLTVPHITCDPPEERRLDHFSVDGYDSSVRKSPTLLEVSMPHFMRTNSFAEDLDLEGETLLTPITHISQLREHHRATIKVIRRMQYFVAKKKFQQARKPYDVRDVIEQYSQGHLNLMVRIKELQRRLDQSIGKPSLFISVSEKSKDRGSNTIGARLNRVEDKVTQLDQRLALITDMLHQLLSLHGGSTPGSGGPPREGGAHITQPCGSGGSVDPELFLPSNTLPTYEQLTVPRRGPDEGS
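Schedule – 37 °C overnight plating, 90-min dark dye load, 20-min compound pretreatment · System – stable KCNQ1 CHO-K1 line · Probe or stimulus – thallium- and potassium-containing depolarizing buffer · Measured by – kinetic FluxOR fluorescence, 10 s baseline plus 110 s post-stimulus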
hERG protect: compounds protecting human hERG from proarrhythmic drug block | CHO-hERG, FluxOR thallium flux, dofetilide IC70 present | activation (rescue from dofetilide block), less the hit threshold, % at 10 µM | actives 0.51% (n = 310,000) | AID 1511;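 active means activation above the mean of controls blocked by dofetilide plus 5 SD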;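 further: thallium influx through hERG after potassium depolarization seen as dye fluorescence rise; in these data hits start at about 4.7%; inactives centre near -7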
KCNQ1 inh: blocks the human KCNQ1 potassium channel; P51787; CHO-K1 KCNQ1, FluxOR thallium flux fluorescence; active compounds read high; B-score at 10 µM; actives 1.3% (n = 310,000); AID 2642;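 active means compounds whose thallium flux B-score, printed positive for inhibition, exceeds three library SD while starting fluorescence stays within three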;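 further: channel opened by potassium depolarization with thallium stimulus after 20 min compound exposure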
KCNK3 block: human KCNK3 channel inhibition, primary screen; actives 0.84% (n = 340,000); AID 602410; CHO-KCNK3 thallium flux, FluxOR fluorescence; active compounds read low; B-score at 10 µM;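 active means B-score under library mean minus 4 SD, starting fluorescence ratio at most library mean plus 5 SD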;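 further: more negative B-score means stronger inhibition of thallium flux through KCNK3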
TRPC4 act: activators of mouse TRPC4 channel | Q9QUQ5 | HEK293 TRPC4beta/mu-opioid, Fluo4 calcium fluorescence; active compounds read high | B-score at 10 µM | actives 0.49% (n = 310,000) | AID 2237;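 active means B-score above 5 SD of library B-scores, and initial fluorescence ratio not above library mean plus 5 SD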;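 further: positive B-score marks a calcium rise read as TRPC4 activation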
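Assay system: HEK293 stable line with TRPC4beta plus mu-opioid receptor. Times: dye 45 min RT, read 110 s. Measured by: kinetic Fluo4 calcium fluorescence. Measure: B score of integrated ratio. Controls: assay buffer as low control, maximal DAMGO as high control.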
KCNK9 inh: inhibitors of human KCNK9 two-pore domain potassium channel; HEK293 KCNK9, FluxOR thallium flux fluorescence; active compounds read low; B-score at 10 µM; Q9NPC2; actives 1.2% (n = 310,000); AID 488922;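 active means ratio B-score over 3 SD below the library mean, with starting fluorescence within 5 SD of its mean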;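 further: negative B-score means less thallium flux so channel inhibition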
Target sequence (Q9NPC2 whole entry, looked up, the tested form may be a part): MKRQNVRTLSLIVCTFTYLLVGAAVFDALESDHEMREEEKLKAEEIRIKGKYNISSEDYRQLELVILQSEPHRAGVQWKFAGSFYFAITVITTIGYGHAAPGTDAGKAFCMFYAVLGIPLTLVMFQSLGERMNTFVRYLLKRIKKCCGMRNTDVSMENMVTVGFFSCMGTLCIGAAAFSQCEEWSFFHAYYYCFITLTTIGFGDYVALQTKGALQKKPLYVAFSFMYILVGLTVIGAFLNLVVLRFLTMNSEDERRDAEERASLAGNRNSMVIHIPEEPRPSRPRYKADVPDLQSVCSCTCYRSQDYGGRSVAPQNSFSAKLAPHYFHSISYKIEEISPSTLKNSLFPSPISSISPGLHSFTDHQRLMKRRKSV
TRPC4 PAM: allosterically enhances the mouse TRPC4 cation channel; Q9QUQ5; HEK293 TRPC4beta/mu-opioid, DAMGO EC20, Fluo-4 Ca2+ flux; active compounds read high; B-score at 10 µM; actives 0.42% (n = 310,000);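 active means B-score of calcium response area above 5 SD of library B-scores, with initial fluorescence ratio within 5 SD of library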;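 further: B-score of integrated fluorescence ratio over time as area under calcium response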
ANO1 block: blocks the mouse calcium-activated chloride channel TMEM16A. normalized B-score (activity score, 25-100; higher = stronger inhibition) at 10 µM. HEK293 TMEM16A/YFP iodide influx fluorescence, ionomycin. Q8BHY3. actives 1.2% (n = 310,000). AID 588511;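 active means ratio plate-corrected score three or more library SD toward inhibition, starting fluorescence score within five deviations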;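 further: score derived from kinetic fluorescence span divided by baseline fluorescence per well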
ANO1 activ: mouse TMEM16A channel activation, primary screen | actives 0.3% (n = 340,000) | Q8BHY3 | B-score at 10 µM | HEK293 TMEM16A/YFP-H148Q/I152L, iodide quench fluorescence; active compounds read low;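 active means fluorescence-ratio B-score plate-corrected deviation score at least 3 library SD below zero, with starting fluorescence score within 5 deviations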;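 further: channel opened by trigger with iodide after compound preincubation; score built on the fluorescence ratio of max minus min over baseline; more negative score means more quench and so TMEM16A activation or potentiation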
HDAC3 inhib: blocks human histone deacetylase 3 | recombinant HDAC3, fluorogenic peptide/trypsin coupled, fluorescence | inhibition, % at 8.3 µM | actives 0.15% (n = 320,000) | AID 2718; in the data active means inhibition above about 26%, passing the limit was not always enough
* = called active by the depositor.

What do the screens show for `COc1ccc(Br)cc1/C=N/NC(=O)C(c1ccncc1)N1CCOCC1` (centres undefined)?
Dyrk1A ADPGlo: 0; KCNQ1 pot: inactive; hERG protect: -10; KCNQ1 inh: inactive; KCNK3 block: inactive; TRPC4 act: inactive; KCNK9 inh: inactive; TRPC4 PAM: inactive; ANO1 block: inactive; ANO1 activ: inactive; HDAC3 inhib: -1

How did O=C1CCCN1CCCN=c1c([N+](=O)[O-])nn(-c2ccc(Cl)cc2)n1O do in these assays?
KCNQ1 pot: inactive; hERG protect: -23; KCNQ1 inh: inactive; KCNK3 block: inactive; TRPC4 act: inactive; KCNK9 inh: inactive; TRPC4 PAM: inactive; ANO1 activ: -42*

How did Clc1ccccc1OCc1nc(-c2ccc(Br)o2)no1 do in these assays?
Dyrk1A ADPGlo: 2; KCNQ1 pot: inactive; hERG protect: -11; KCNQ1 inh: inactive; KCNK3 block: -10*; TRPC4 act: inactive; KCNK9 inh: inactive; TRPC4 PAM: inactive; ANO1 block: inactive; ANO1 activ: inactive; HDAC3 inhib: 3

Results for CCCCc1n[nH]c(=S)n1Cc1ccccc1 ?
Dyrk1A ADPGlo: 2; KCNQ1 pot: inactive; hERG protect: -11; KCNQ1 inh: inactive; KCNK3 block: inactive; TRPC4 act: inactive; KCNK9 inh: inactive; TRPC4 PAM: inactive; ANO1 block: inactive; ANO1 activ: inactive; HDAC3 inhib: 1

What do the screens show for `Cc1ccccc1-c1nc(CN(Cc2c(C)nn(C)c2C)C2CC2)c(C)o1`?
Dyrk1A ADPGlo: 2; KCNQ1 pot: inactive; hERG protect: -7; KCNQ1 inh: inactive; KCNK3 block: inactive; TRPC4 act: inactive; KCNK9 inh: inactive; TRPC4 PAM: inactive; ANO1 block: inactive; ANO1 activ: inactive; HDAC3 inhib: -4

Results for CCOC(=O)c1cnc(-n2nc(C)cc2C)nc1Nc1ccc(OC)cc1 ?
Dyrk1A ADPGlo: -7; KCNQ1 pot: inactive; hERG protect: -13; KCNQ1 inh: inactive; KCNK3 block: inactive; TRPC4 act: inactive; KCNK9 inh: inactive; TRPC4 PAM: inactive; ANO1 block: inactive; ANO1 activ: inactive; HDAC3 inhib: 1

What do the screens show for `CC(=O)OCCn1c(Br)nc2c1c(=O)[nH]c(=O)n2C`?
Dyrk1A ADPGlo: -4; KCNQ1 pot: inactive; hERG protect: -8; KCNQ1 inh: inactive; KCNK3 block: inactive; TRPC4 act: inactive; KCNK9 inh: inactive; TRPC4 PAM: inactive; ANO1 block: inactive; ANO1 activ: inactive; HDAC3 inhib: 1

Results for Cc1cccc(N2CCN(C(=O)CCN3C(=S)NC(C)(C)CC3C)CC2)c1C (centres undefined) ?
Dyrk1A ADPGlo: 6; KCNQ1 pot: inactive; hERG protect: -14; KCNQ1 inh: inactive; KCNK3 block: inactive; TRPC4 act: inactive; KCNK9 inh: inactive; TRPC4 PAM: inactive; ANO1 block: inactive; ANO1 activ: inactive; HDAC3 inhib: -2

Results for C#CCOCCOCCOCCNc1nc(N2CCN(C(=O)CCCCCCCCCCNC(=O)Cn3cc(CCCCCN)nn3)CC2)nc(N2CCN(C(=O)CCCCCCCCCCNC(=O)[C@H](CO)n3cc(CCCCCN)nn3)CC2)n1 ?
Dyrk1A ADPGlo: -8; KCNK3 block: inactive; ANO1 block: inactive; ANO1 activ: inactive; HDAC3 inhib: 0

Results for Cn1c(SCc2ccc(C(=O)Nc3nccs3)cc2)nnc1-c1ccccc1 ?
Dyrk1A ADPGlo: 7; KCNQ1 pot: inactive; hERG protect: -8; KCNQ1 inh: inactive; KCNK3 block: inactive; TRPC4 act: inactive; KCNK9 inh: inactive; TRPC4 PAM: inactive; ANO1 block: inactive; ANO1 activ: inactive; HDAC3 inhib: 0

How did CC1Cc2nc(SCC(N)=O)n(Cc3ccccc3)c(=O)c2S1 (centres undefined) do in these assays?
Dyrk1A ADPGlo: 11; KCNQ1 pot: inactive; hERG protect: -5; KCNQ1 inh: inactive; KCNK3 block: inactive; TRPC4 act: inactive; KCNK9 inh: inactive; TRPC4 PAM: inactive; ANO1 block: inactive; ANO1 activ: inactive; HDAC3 inhib: 6

How did CCN(CC)S(=O)(=O)c1ccc(NCc2ccccc2)nc1 do in these assays?
Dyrk1A ADPGlo: -4; KCNQ1 pot: inactive; hERG protect: -10; KCNQ1 inh: inactive; KCNK3 block: inactive; TRPC4 act: inactive; KCNK9 inh: inactive; TRPC4 PAM: inactive; ANO1 block: inactive; ANO1 activ: inactive; HDAC3 inhib: -3

Results for Cn1c(-c2ccccc2[N+](=O)[O-])[n+](C)c2ccccc21 ?
Dyrk1A ADPGlo: 1; KCNQ1 pot: inactive; hERG protect: -8; KCNQ1 inh: inactive; KCNK3 block: inactive; TRPC4 act: inactive; KCNK9 inh: inactive; TRPC4 PAM: inactive; ANO1 block: inactive; ANO1 activ: inactive; HDAC3 inhib: 2

Results for CCOc1ccc(S(=O)(=O)NC(C)C(=O)NCc2ccccn2)cc1 (centres undefined) ?
Dyrk1A ADPGlo: 9; KCNQ1 pot: inactive; hERG protect: -7; KCNQ1 inh: inactive; KCNK3 block: inactive; TRPC4 act: inactive; KCNK9 inh: inactive; TRPC4 PAM: inactive; ANO1 block: inactive; ANO1 activ: inactive; HDAC3 inhib: 1

Results for CN(C)/C=N/c1cc(=O)[nH]c(=O)n1CC1CC1 ?
Dyrk1A ADPGlo: 8; KCNQ1 pot: inactive; hERG protect: -5; KCNQ1 inh: inactive; KCNK3 block: inactive; TRPC4 act: inactive; KCNK9 inh: inactive; TRPC4 PAM: inactive; ANO1 block: inactive; ANO1 activ: inactive; HDAC3 inhib: -1

What do the screens show for `Cc1cc(C)cc(OCC(=O)N2CCc3ccccc3C2)c1`?
Dyrk1A ADPGlo: 0; KCNQ1 pot: inactive; hERG protect: -15; KCNQ1 inh: inactive; KCNK3 block: inactive; TRPC4 act: inactive; KCNK9 inh: inactive; TRPC4 PAM: inactive; ANO1 block: inactive; ANO1 activ: inactive; HDAC3 inhib: -3

Results for CC(C)(C)NC(=O)COc1ccccc1C#N ?
Dyrk1A ADPGlo: 2; KCNQ1 pot: inactive; hERG protect: -17; KCNQ1 inh: inactive; KCNK3 block: inactive; TRPC4 act: inactive; KCNK9 inh: inactive; TRPC4 PAM: inactive; ANO1 block: inactive; ANO1 activ: inactive; HDAC3 inhib: -1

Results for COc1cc(OC)cc(C(=O)N2CCN(Cc3ccccc3C(F)(F)F)CC2)c1 ?
Dyrk1A ADPGlo: -8; KCNQ1 pot: inactive; hERG protect: -7; KCNQ1 inh: inactive; KCNK3 block: inactive; TRPC4 act: inactive; KCNK9 inh: inactive; TRPC4 PAM: inactive; ANO1 block: inactive; ANO1 activ: inactive; HDAC3 inhib: 0

Results for Cc1ccc(-n2nnc3c(=O)n(CC(=O)N4CCC(C)CC4)cnc32)cc1 ?
Dyrk1A ADPGlo: -2; KCNQ1 pot: inactive; hERG protect: -7; KCNQ1 inh: inactive; KCNK3 block: inactive; TRPC4 act: inactive; KCNK9 inh: inactive; TRPC4 PAM: inactive; ANO1 block: inactive; ANO1 activ: inactive; HDAC3 inhib: 4

How did COc1ccc(CCN(C(=O)c2cccc(F)c2)C2CC(=O)N(c3ccc(OC)cc3)C2=O)cc1 (centres undefined) do in these assays?
Dyrk1A ADPGlo: -13; KCNQ1 pot: inactive; hERG protect: -13; KCNQ1 inh: inactive; KCNK3 block: inactive; TRPC4 act: inactive; KCNK9 inh: inactive; TRPC4 PAM: inactive; ANO1 block: inactive; ANO1 activ: inactive; HDAC3 inhib: -8

How did CCOc1ccc(C2/C(=C(/O)c3ccc4c(c3)CC(C)O4)C(=O)C(=O)N2CCCn2ccnc2)cc1 (centres undefined) do in these assays?
Dyrk1A ADPGlo: -1; KCNQ1 pot: inactive; hERG protect: -8; KCNQ1 inh: inactive; KCNK3 block: inactive; TRPC4 act: inactive; KCNK9 inh: inactive; TRPC4 PAM: inactive; ANO1 block: inactive; ANO1 activ: inactive; HDAC3 inhib: 2

How did CCCC(C)c1nnc(NC(=O)C(=O)OCC)s1 (centres undefined) do in these assays?
Dyrk1A ADPGlo: 0; KCNQ1 pot: inactive; hERG protect: -3; KCNQ1 inh: inactive; KCNK3 block: inactive; TRPC4 act: inactive; KCNK9 inh: inactive; TRPC4 PAM: inactive; ANO1 block: inactive; ANO1 activ: inactive; HDAC3 inhib: 1

What do the screens show for `Cn1c(C2CC(=O)N(Cc3ccccc3)C2)nc2ccccc21` (centres undefined)?
Dyrk1A ADPGlo: -4; KCNQ1 pot: inactive; hERG protect: -6; KCNQ1 inh: inactive; KCNK3 block: inactive; TRPC4 act: inactive; KCNK9 inh: inactive; TRPC4 PAM: inactive; ANO1 block: inactive; ANO1 activ: inactive; HDAC3 inhib: -1

How did CC(=O)c1cn(CC(=O)Nc2c(C)cccc2C)c2ccccc12 do in these assays?
Dyrk1A ADPGlo: -4; KCNQ1 pot: inactive; hERG protect: -8; KCNQ1 inh: inactive; KCNK3 block: inactive; TRPC4 act: inactive; KCNK9 inh: inactive; TRPC4 PAM: inactive; ANO1 block: inactive; ANO1 activ: inactive; HDAC3 inhib: -3

Results for C=CCN(CC=C)C(=O)c1ccc2nc(Cc3ccc(OC)c(OC)c3)oc2c1 ?
Dyrk1A ADPGlo: -3; KCNQ1 pot: inactive; hERG protect: -2; KCNQ1 inh: inactive; KCNK3 block: inactive; TRPC4 act: inactive; KCNK9 inh: inactive; TRPC4 PAM: inactive; ANO1 block: inactive; ANO1 activ: inactive; HDAC3 inhib: -1

What do the screens show for `CCCCCSc1nc(N2CCOCC2)c2c(c1C#N)CC(C)(C)OC2`?
Dyrk1A ADPGlo: 1; KCNQ1 pot: inactive; hERG protect: -10; KCNQ1 inh: inactive; KCNK3 block: -9*; TRPC4 act: inactive; KCNK9 inh: inactive; TRPC4 PAM: inactive; ANO1 block: inactive; ANO1 activ: inactive; HDAC3 inhib: 0

Results for Cc1ccc2cc(/C=N/Nc3ccc(C(=O)O)cc3)c(Cl)nc2c1 ?
KCNQ1 pot: inactive; hERG protect: -14; KCNQ1 inh: inactive; KCNK3 block: inactive; TRPC4 act: inactive; KCNK9 inh: inactive; TRPC4 PAM: inactive; ANO1 block: inactive; ANO1 activ: inactive; HDAC3 inhib: 1

An excerpt, so the mix of outcomes need not match the whole.
